# From PubChem BioAssay
# TDP2 inh = human TDP2 enzyme inhibitors, primary screen, biochemical, epi absorbance, recombinant enzyme; AID 720702, 2013; inhibition, % at 12.8 µM; Tyrosyl-DNA phosphodiesterase 2 (Homo sapiens), O95551; T5PNP hydrolysis, p-nitrophenol absorbance 415 nm; hit rate 0.34% among 370,000;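 active = inhibition above the mean of all tested compounds plus 3 SD, set per campaign, cut at about 25% in these data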;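 note: 0% = DMSO with enzyme and 100% = buffer with substrate but no TDP2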
# Target sequence (O95551 whole entry, looked up): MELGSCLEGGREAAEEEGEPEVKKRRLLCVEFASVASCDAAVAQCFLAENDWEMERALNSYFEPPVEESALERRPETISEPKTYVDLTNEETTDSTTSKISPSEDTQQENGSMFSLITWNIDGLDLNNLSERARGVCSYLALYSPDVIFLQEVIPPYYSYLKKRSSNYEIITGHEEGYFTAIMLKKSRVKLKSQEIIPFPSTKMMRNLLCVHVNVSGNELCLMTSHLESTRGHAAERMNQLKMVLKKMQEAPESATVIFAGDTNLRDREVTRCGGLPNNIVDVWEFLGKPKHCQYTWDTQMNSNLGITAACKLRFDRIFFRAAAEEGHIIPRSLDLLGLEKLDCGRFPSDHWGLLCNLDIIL
#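 test system = human TDP2 enzyme | input = TDP2 enzyme at 120 nM final | medium = 50 mM Tris-HCl pH 7.5 with Mg2+, KCl, DTT, BSA | also added = T5PNP substrate, 5 mM | times = 2 h at 37 °C | technique = epi absorbance | benchmarks = high control without enzyme, low control DMSO plus TDP2 | replication = each compound tested once, singlicate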
# SIAE primary = human SIAE inhibitors, primary screen, biochemical, fluorescence polarization, FP-Rh probe, 1536-well HTS. Sialate O-acetylesterase (Homo sapiens), Q9HAT2. SIAE FP-Rh probe binding. inhibition, % at 9.66 µM. hit rate 0.69% among 370,000;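 active = inhibition above a cutoff: mean of compounds within the control limits plus 3 SD of those, cut at about 17% in these data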;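 note: 0% = plate median of compound wells and 100% = probe without SIAE protein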
# DDE Tn7 FP inh = inhibitors of Tn7 peptide binding to fibrin DD(E), primary screen, biochemical, fluorescence polarization, human fibrin, Tn7 probe; Fibrinogen beta chain (Homo sapiens), P02675; hit rate 0.13% among 370,000; inhibition, % at 8.3 µM; FP displacement of FITC-Tn7 peptide from fibrin DD(E); 0% = median of compound wells per plate;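 active = inhibition above the mean of compounds falling within the control limits plus 3 SD of them, cut at about 14% in these data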;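 note: 0% = plate median of compound wells and 100% = 10 µM Aha-Tn7 peptide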
#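 Measure: % inhibition scaled between sample-field median and high-control FP; Test system: human fibrin DD(E); Quantity: 2 µM final DD(E) protein; Doses: one dose, 8.3 µM nominal; Schedule: compound with protein 10 min, then 3 h after probe, room temperature; Detection: fluorescence polarization; Medium: Tris buffer with calcium and detergent, pH 7.8.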
# PRMT1 FP inh = PRMT1 methyltransferase inhibitors, primary screen, biochemical, fluorescence polarization | recombinant PRMT1, activity-based probe fluorescence polarization | inhibition, % at 2.79 µM | hit rate 1.3% among 370,000 | AID 652257, 2013;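 active = inhibition above about 21% made by adding two undisclosed values, limit read from the data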
# Target sequence (Q99873 whole entry, looked up): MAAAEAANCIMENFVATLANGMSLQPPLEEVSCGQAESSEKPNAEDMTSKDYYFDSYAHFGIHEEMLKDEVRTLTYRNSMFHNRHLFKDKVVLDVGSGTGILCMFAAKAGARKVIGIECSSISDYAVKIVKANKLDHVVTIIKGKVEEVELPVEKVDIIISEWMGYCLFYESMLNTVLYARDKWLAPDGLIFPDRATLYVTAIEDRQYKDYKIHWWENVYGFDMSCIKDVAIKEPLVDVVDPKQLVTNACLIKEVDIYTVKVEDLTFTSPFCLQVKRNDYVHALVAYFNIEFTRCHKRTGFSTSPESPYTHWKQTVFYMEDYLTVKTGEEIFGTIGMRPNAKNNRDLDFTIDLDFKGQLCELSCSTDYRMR
# ABHD4 inh = ABHD4 inhibitors, primary screen, biochemical, fluorescence polarization, mouse; AID 720543, 2013; purified mABHD4, FP-Rh probe fluorescence polarization; inhibition, % at 8.92 µM; hit rate 0.54% among 370,000;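 active = inhibition exceeding the mean over every tested compound plus 3 SD, cut at about 30% in these data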;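 note: 0% = plate median of compound wells and 100% = S159A mutant with DMSO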
# Target sequence (Q8VD66 whole entry, looked up): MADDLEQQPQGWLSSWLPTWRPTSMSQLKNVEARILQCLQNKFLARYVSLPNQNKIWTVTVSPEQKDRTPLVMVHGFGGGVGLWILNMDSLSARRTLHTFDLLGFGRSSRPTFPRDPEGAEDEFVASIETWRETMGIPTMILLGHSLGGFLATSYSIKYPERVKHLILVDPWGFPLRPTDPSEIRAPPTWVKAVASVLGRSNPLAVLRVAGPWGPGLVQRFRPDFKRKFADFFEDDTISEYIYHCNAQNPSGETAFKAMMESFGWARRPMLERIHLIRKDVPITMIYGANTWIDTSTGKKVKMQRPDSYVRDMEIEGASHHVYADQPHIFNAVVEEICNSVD
#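 Assay system: Wild-type mouse ABHD4 protein | Medium: HEPES pH 7.0 buffer, 150 mM NaCl, 0.01% Pluronic F-127 | Incubation: Enzyme–compound pre-incubation 45 min, then probe 60 min, both 25 °C | Technique: Fluorescence polarization with parallel and perpendicular emission, 525/598 nm | Evaluation: % inhibition of FP-Rh probe binding versus controls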
# TCR CD3 inh = inhibitors of human TCR-CD3 interaction, primary screen, biochemical, fluorescence, TAMRA-labeled TCR probe | inhibition, % at 9.4 µM | hit rate 0.37% among 360,000 | T-cell receptor (TCR); in the data active = inhibition above about 19%;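 note: recombinant mutant TCR 2C K166C tagged with TAMRA read by polarization; 0% = receptor in buffer alone and 100% = receptor with positive control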
# HTRA1 inhibitor = HTRA1 serine protease inhibitors, primary screen, biochemical, fluorescence polarization, HTS; hit rate 0.5% among 340,000; recombinant HTRA1, FP-rhodamine activity-based probe; inhibition, % at 5.96 µM; in the data active = inhibition above about 36%;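 note: 0% = enzyme with DMSO and 100% = wells lacking enzyme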
# PG9 Ab binder = binders of HIV-1 gp120 antibody PG9, primary screen, biochemical, TR-FRET. HIV-1 gp120 / PG9 antibody interaction. TR-FRET gp120-PG9 antibody binding. inhibition, % at 6.7 µM. hit rate 0.43% among 360,000. AID 624416, 2012; in the data active = inhibition above about 8.5%
# UHRF1 binding = UHRF1 methylated DNA binding inhibitors, primary screen, counter-screen for MBD2 inhibitor project, biochemical, TR-FRET, human UHRF1, single concentration | E3 ubiquitin-protein ligase UHRF1 (Homo sapiens), Q96T88 | UHRF1 binding to methylated oligo | inhibition, % at 4.4 µM | hit rate 0.75% among 370,000; in the data active = inhibition above about 21%;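 note: UHRF1 SRA domain binding a hemimethylated CpG hairpin DNA probe; 0% = median of test compound wells and 100% = reference inhibitor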
# LEDGF integ inh = blockers of LEDGF/p75-dependent integrase strand transfer – biochemical, TR-FRET, high throughput, primary screen | HIV-1 integrase (with human LEDGF/p75) | TR-FRET IN-LEDGF/p75 DNA integration, Eu/Cy5 | inhibition, % at 3.7 µM | hit rate 0.64% among 370,000;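 active = inhibition above the screen-wide mean plus 3 SD, cut at about 13% in these data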;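 note: signal is the Cy5 over europium emission ratio at 671 and 618 nm; 0% = plate median of compound wells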
# * hit, by the source's call; / = no result given.
SMILES,TDP2 inh,SIAE primary,DDE Tn7 FP inh,PRMT1 FP inh,ABHD4 inh,TCR CD3 inh,HTRA1 inhibitor,PG9 Ab binder,UHRF1 binding,LEDGF integ inh
Clc1ccc(COc2ccccn2)c(Cl)c1,2.5,-5.8,-2.3,-1.5,1.5,-0.8,6.1,-3.2,0.7,-1.1
N#Cc1ccc(C(=O)CSc2n[nH]c(=O)n2-c2cccnc2)cc1,-0.7,1.6,-1.1,-3.1,5.3,1.1,/,-1.9,1.0,-2.0
O=C(COC(=O)/C=C/c1ccc(Cl)cc1Cl)Nc1ccc2c(c1)OCCO2,-4.2,-4.2,3.8,-0.6,5.5,7.2,-1.6,0.1,0.9,3.2
CCCCn1nnnc1SCC(=O)NC1CCCCC1,-5.4,6.4,-2.3,-1.8,-0.2,-2.2,6.3,-0.8,2.4,4.2
O=c1[nH]c2ccccc2nc1-c1cccs1,-2.2,4.2,6.8,1.0,-6.0,1.2,-3.0,-4.6,-7.7,-1.2
COc1ccc(C(=O)N/N=C/c2ccc(OC)c(COc3c(F)c(F)cc(F)c3F)c2)cc1,-9.3,-13.4,0.5,-2.1,-17.6,-3.8,-21.7,-1.6,1.2,2.6
Cc1ccc(Cl)cc1NC(=O)c1cc(NC(=O)C2CCCCC2C(=O)O)ccc1N1CCOCC1 (centres undefined),4.8,6.6,1.5,-1.5,-5.5,2.0,5.5,-1.7,-0.1,1.3
Cc1c(NC(=S)N2CCN(c3cccc(Cl)c3)CC2)c(=O)n(-c2ccccc2)n1C,9.7,5.4,1.0,-2.4,-7.2,4.6,1.9,-0.2,-2.5,-0.7
Cc1ccc(S(=O)(=O)N(C(=O)c2ccncc2)c2ccc(OC(=O)c3ccncc3)cc2)cc1,8.4,-7.3,-1.8,1.8,8.1,1.9,1.3,-0.2,8.8,-3.9
O=C(Cn1c(=O)oc2ccccc21)NCc1ccco1,-11.4,-1.2,-4.7,-0.5,-2.9,-1.8,-3.6,-1.6,5.8,3.2
CCOC(=O)C1(CCCc2ccccc2)CCN(C(=O)C2CCCO2)CC1 (centres undefined),-3.5,3.5,5.5,5.8,2.9,-1.7,4.9,0.4,3.3,-3.8
CNC(=S)N/N=C(\C)c1ccc(C)c(C)c1,9.9,10.5,3.6,-2.6,1.5,4.5,-7.9,0.0,-0.7,1.5
Cc1ccc(SCc2nc(-c3cccnc3)no2)cc1,-2.3,-4.7,-2.1,0.2,-5.7,2.6,-5.9,0.1,0.9,1.4
CCOC(=O)Cc1csc(NC(=O)Cc2ccccc2)n1,-1.0,-3.2,5.8,4.8,-1.2,-2.5,-6.5,0.6,3.5,-1.3
CC(C)CC(NC(=O)C1CCC(C)CC1)C(=O)NCc1ccco1 (centres undefined),-13.5,-6.3,-5.3,0.3,-1.1,1.1,8.3,1.6,0.4,7.2
CCCn1c(N)cc(=O)n(C)c1=O,-2.4,-5.3,2.4,2.5,0.2,-3.1,3.5,-1.9,3.4,-3.3
Cc1cccc2cc(=O)[nH]c(C)c12,-9.6,2.6,-6.7,-1.5,2.8,-0.5,-1.4,3.0,0.5,0.6
O=C(NCCOc1ccccc1F)Nc1ccc(Br)cc1,-8.9,-12.2,-6.2,8.1,-12.3,-3.7,-7.5,-0.6,4.1,1.0
O=C(NCC1CCCO1)Nc1cc(Cl)cc(Cl)c1 (centres undefined),0.6,-1.2,2.7,1.2,-5.2,-1.3,-2.9,-0.3,4.9,-0.7
COc1cccc(CN(C)CCCn2cnc3c(OC)ncnc32)c1,-11.2,-0.9,-4.8,-8.1,2.5,6.2,-0.1,-1.4,-0.7,3.5

# A few values from above:
# Under HTRA1 inhibitor, CCOC(=O)Cc1csc(NC(=O)Cc2ccccc2)n1 is entered as -6.5
# Under ABHD4 inh, Cc1ccc(SCc2nc(-c3cccnc3)no2)cc1 is entered as -5.7
# Under SIAE primary, N#Cc1ccc(C(=O)CSc2n[nH]c(=O)n2-c2cccnc2)cc1 is entered as 1.6
# Under PG9 Ab binder, COc1ccc(C(=O)N/N=C/c2ccc(OC)c(COc3c(F)c(F)cc(F)c3F)c2)cc1 is entered as -1.6

# The listing picks up, repeating the 2 entries before the break.
SMILES,TDP2 inh,SIAE primary,DDE Tn7 FP inh,PRMT1 FP inh,ABHD4 inh,TCR CD3 inh,HTRA1 inhibitor,PG9 Ab binder,UHRF1 binding,LEDGF integ inh
O=C(NCC1CCCO1)Nc1cc(Cl)cc(Cl)c1 (centres undefined),0.6,-1.2,2.7,1.2,-5.2,-1.3,-2.9,-0.3,4.9,-0.7
COc1cccc(CN(C)CCCn2cnc3c(OC)ncnc32)c1,-11.2,-0.9,-4.8,-8.1,2.5,6.2,-0.1,-1.4,-0.7,3.5
COc1ccccc1NC(=O)N(Cc1ccc2c(c1)OCO2)Cc1nc2ccccc2c(=O)[nH]1,-1.3,3.1,-1.1,-0.1,7.5,5.9,3.0,0.8,-2.0,5.3
O=C(COC(=O)Cc1cccc(F)c1)NCCc1ccccc1,-10.4,-4.4,0.5,7.4,-6.8,-2.5,0.1,0.7,1.9,0.2
Brc1cc(-c2ccccc2)nc(-c2ccccc2)n1,-1.5,-2.9,1.6,-3.0,1.6,-2.6,/,0.3,-2.3,8.6
CCCN(Cc1nnc(-c2ccccc2Cl)o1)C(=O)c1ccc(C)c(S(=O)(=O)N2CCOCC2)c1,4.1,-0.7,-2.2,1.5,-4.3,3.7,-1.8,1.3,-1.1,2.6
CC(=O)c1c(C)[nH]c(C(=O)N2CCN(C(=O)c3ccco3)CC2)c1C,-2.4,4.2,-3.7,-3.6,13.4,6.6,-0.3,-3.5,-1.5,3.5
O=C(COC(=O)CCN1C(=O)C2CC=CCC2C1=O)Nc1ccc(Cl)cc1F (centres undefined),-0.3,-2.9,1.0,0.4,-1.1,2.7,-5.2,0.9,13.2,-1.4
Cc1ccc(S(=O)(=O)N2C[C@@]3(O)Cn4c(=O)ccc(=O)n4C[C@@]3(OC(=O)NCc3ccccc3F)C2)cc1,-2.3,1.7,-7.3,-1.7,-3.5,9.3,/,-0.1,-1.8,-2.0
CC(=O)n1cc([C@@H]2C=C(C(=O)N3CCOCC3)O[C@H](OCc3ccc(CO)cc3)C2)c2ccccc21,10.9,4.0,1.8,0.1,1.7,-2.9,-4.0,-1.7,-0.6,-0.6
O=c1c2sccc2nc(SCc2ccc([N+](=O)[O-])cc2)n1Cc1ccccn1,4.2,-3.5,9.1,1.6,4.9,-0.7,-16.0,0.0,0.7,-1.3
COc1ccc(CC(=O)Nc2cccc(-c3nnc(-c4cccc(C)c4)o3)c2)cc1OC,-10.5,-11.2,10.8,3.1,-25.9,-2.7,-20.3,3.0,2.0,-4.4
COc1ccc(-c2cn(CCCOCc3ccccc3)nn2)cc1,-2.2,-4.0,-5.5,-2.3,-0.9,-7.1,-8.8,0.2,0.1,4.3
CCCCCCNC(=O)c1cccc(-c2ccc(C)c3ccccc23)n1,-2.1,-4.7,0.6,-0.9,-4.1,5.1,-29.6,0.2,3.6,-1.0
CCCC(C)NC(=O)c1cc(C(=O)OC)cc([N+](=O)[O-])c1 (centres undefined),7.2,2.5,1.9,0.6,9.6,4.1,2.4,0.7,1.5,0.2
O=c1cc(O)nc(SCc2ccccc2)n1-c1ccc(F)cc1,0.0,-6.8,1.1,2.5,-34.4,0.7,-42.3,1.1,1.5,0.4
COc1ccc(-c2nc(CS(=O)CC(=O)NCCCN3CCOCC3)c(C)o2)cc1OC (centres undefined),0.6,0.5,-5.0,0.9,0.9,7.2,6.6,-1.1,-0.5,1.5
Cc1cc(NC(=O)c2ccc3c(c2)OCCO3)ccc1NC(=O)c1ccco1,-12.9,-0.5,7.3,2.5,-10.8,0.1,/,1.0,5.6,0.2
CC12CCC(C(=NO)C1=O)C2(C)C (centres undefined),-5.8,6.8,8.2,-1.9,-0.2,1.8,10.9,-1.1,-1.2,-1.6
Nc1nc2c(ncn2[C@@H]2O[C@H](CNS(=O)(=O)N3CCc4ccccc4C3)[C@@H](O)[C@H]2O)c(=O)[nH]1,0.2,-3.7,-9.1,0.6,0.7,2.7,/,-1.2,0.8,-0.3
Cc1nnc(NC(=O)c2sc3nc(-c4cccs4)cc(C(F)(F)F)c3c2N)s1,2.6,-18.5,9.9,0.4,8.8,4.2,-1.7,4.9,-5.7,-0.3
C=CCc1cccc2cc(C(=O)N3CCN(C(=O)c4ccco4)CC3)c(=O)oc12,-6.2,1.8,2.8,2.4,5.7,-0.4,5.2,-1.0,-0.1,-0.8
Cc1ccc(C(=O)Nc2cc(Cl)ccc2N2CCCCC2)s1,-3.8,-8.6,2.1,-1.1,5.6,7.3,-32.3,-0.3,0.1,1.7
COCCN(CC(=O)Nc1cccc(C)c1C)C(=O)c1cc(S(=O)(=O)N2CCCC2)ccc1C,-4.8,3.5,3.6,3.3,5.5,-1.8,9.5,0.4,6.0,-0.5
COc1ccc(/C=N/NC(=O)c2c(C)nnn2-c2nonc2N)cc1OC,13.9,-1.2,4.6,-3.9,-5.3,6.4,-4.0,-1.3,-2.4,-2.3
CCc1nccn1S(=O)(=O)c1cc(Br)ccc1OC,5.5,2.1,-2.1,-0.3,4.5,7.4,-5.1,0.9,-1.7,1.3
NS(=O)(=O)c1ccc(C(=O)Nc2ccc(-c3nc4cccnc4s3)cc2)cc1,13.1,-68.5,-4.0,-4.3,-2.8,4.1,4.0,1.2,-2.2,3.1
O=C(Nc1ccc(F)cc1)OCc1cn(Cc2ccccc2C(F)(F)F)nn1,0.1,-2.3,5.4,1.0,-5.0,/,/,/,4.1,-1.9
OC(CNCCc1ccc(Cl)cc1)COc1ccc2ccccc2c1 (centres undefined),-14.9,-3.5,6.2,-1.6,19.7,-0.2,-11.3,-1.2,-1.8,-3.5
Cc1ccc(-c2nc(CS(=O)CC(=O)NCc3ccccc3)c(C)o2)cc1 (centres undefined),-6.2,5.9,2.2,7.7,-4.4,-5.8,-8.7,-1.4,0.2,-0.2
C#Cc1ccc(C(=O)Nc2ccc(N3CCC(C)CC3)c(C(N)=O)c2)cc1,-16.3,-3.4,-2.6,-2.9,3.5,5.3,-8.1,-2.8,4.6,-2.7
O=C(NC1CCCC1)c1ccccc1-c1ccccc1,-0.5,1.1,4.7,-2.4,2.1,6.3,-2.7,0.3,1.5,0.5
